Source: PubChem BioAssay (National Center for Advancing Translational Sciences (NCATS))
TR SRC2 fluor cs: alters Texas Red total fluorescence, flagging assay interference; actives 0.29% (n = 280,000); Potency, µM (highest dose often 106 µM), for inactives: top-dose fluorescence change, negative = quenching; TRb/SRC2 Texas Red total fluorescence interference; AID 1479; active = well fitted curve in either direction with a large enough effect; inconclusive = small, poorly fitted or top-dose-only effect; also: potency is read from the fitted curve at half-maximal effect; % is scaled to controls: 0 for no effect and ±100 for the full control effect
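Human TRb ligand-binding domain at 0.6 uM with 20 nM Texas Red SRC2 peptide in Tris buffer containing 1 uM T3 and 5% DMSO, incubated with compound 5 h at ambient temperature. Total fluorescence (555/632 nm) calculated as parallel + 2 × perpendicular.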
Tau fibril FP: tau fibrillization inhibition (FP) | K18 P301L tau heparin fibrillization, Alexa594 FP, 6 h | Potency, µM (titrated, usually from 57.7 µM), without a hit: top-dose activity, negative = inhibition, hits mostly inhibitors | actives 0.39% (n = 280,000); also: potency is read from the fitted curve at half-maximal effect; % is scaled to controls: 0 for no effect and ±100 for the full control effect; nearly all actives have a fitted effect of over 55% in size
Target sequence (P10636 561-689 P618L limits assumed): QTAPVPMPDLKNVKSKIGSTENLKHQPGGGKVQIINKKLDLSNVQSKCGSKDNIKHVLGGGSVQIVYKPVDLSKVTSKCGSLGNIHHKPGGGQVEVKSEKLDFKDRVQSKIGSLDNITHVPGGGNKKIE
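Heparin (20 uM) drove fibril formation of recombinant tau K18 P301L, 15 uM unlabeled with 0.24 uM Alexa 594 label, for 6 hr at 37 C in 100 mM sodium acetate pH 7. Fluorescence polarization (555/632 nm) read 1 hr after 30 uM ThT.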
Tau fluor cs: counter-screen for tau fibril formation inhibitors; tau K18 P301L Alexa594 fluorescence, heparin fibrillization; AID 1463; Potency, µM (titrated, usually from 57.7 µM), without a hit: at the top dose activity change, negative = decrease; actives 0.93% (n = 280,000); also: potency is read from the fitted curve at half-maximal effect; % is scaled to controls: 0 for no effect and ±100 for the full control effect; nearly all actives have a fitted effect of over 55% in size
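Human tau K18 P301L (15 uM unlabeled, 0.24 uM Alexa 594-labeled) in 100 mM sodium acetate pH 7 with 20 uM heparin, 6 hr at 37 C. ThT 30 uM added, 1 hr ambient; Alexa 594 FP and total fluorescence read at 555/632 nm.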
CBFb-RUNX1 inh: CBF-beta/RUNX1 interaction disruption; Q01196+Q13951; AlphaScreen CBFb-His/RUNX1-biotin binding, biochemical; Potency, µM (doses to about 59.8 µM), without a hit: at the highest dose activity, negative = inhibition, actives largely listed as inhibitors; 230,000 tested, under 10 active; also: % of control where 0% means no effect
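Proteins preincubated together for 20 min at RT before compound addition; 15 min later, nickel and streptavidin beads were added and left 90 min prior to AlphaScreen measurement.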
Epigenetic reg: regulators of epigenetic silencing causing reporter derepression in mouse cells. AID 1865. actives 0.2% (n = 280,000). Potency, µM (series often up to 53.9 µM), for the others: top-dose GFP activation, usual class: activators. murine LDR cells, GFP reporter derepression, 30 h; also: potency is read from the fitted curve at half-maximal effect; % of control where 0% means no effect; nearly all actives have a fitted effect of over 60% in size
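Readout is the number of GFP-expressing murine LDR cells, counted by cytometry following washing. Cells were treated with compound for 30 h at 37 C; the stably integrated CMV-GFP locus is normally silent.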
aGal spleen mod: inhibits or activates alpha-galactosidase in human spleen homogenate; P06280; human spleen homogenate, 4MU-alpha-Gal fluorescence, 40 min; Potency, µM (highest dose often 80 µM), for the others: at the highest dose activity change, negative = inhibition, actives largely listed as inhibitors; actives 0.008% (n = 240,000); AID 2107;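 also: potency is read from the fitted curve at half-maximal effect; 0% = enzyme with vehicle and -100% = no enzyme basal signal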
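Fluorogenic readout (Ex 365/Em 440 nm) of 4-methylumbelliferone released from 1 mM 4-MU-alpha-galactoside by spleen homogenate, 40 min at 37C, pH 5.0. Data normalized to no-enzyme and enzyme controls; Hill-equation AC50 from compound titrations.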
TRb SRC2 PPI: inhibitors of human thyroid hormone receptor beta-SRC2 interaction; P10828; TRbeta-SRC2 peptide binding, fluorescence polarization; receptor liganded with 1 µM T3; Potency, µM (highest dose often 106 µM), without a hit: at the top dose activity change, negative = inhibition, usual class: inhibitors; actives 0.065% (n = 280,000); AID 1469;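 also: potency is read from the fitted curve at half-maximal effect; plate controls were bound peptide for no effect and peptide without receptor for full effect; nearly all actives have a fitted effect of over 50% in size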
Target sequence (P10828 whole entry, looked up): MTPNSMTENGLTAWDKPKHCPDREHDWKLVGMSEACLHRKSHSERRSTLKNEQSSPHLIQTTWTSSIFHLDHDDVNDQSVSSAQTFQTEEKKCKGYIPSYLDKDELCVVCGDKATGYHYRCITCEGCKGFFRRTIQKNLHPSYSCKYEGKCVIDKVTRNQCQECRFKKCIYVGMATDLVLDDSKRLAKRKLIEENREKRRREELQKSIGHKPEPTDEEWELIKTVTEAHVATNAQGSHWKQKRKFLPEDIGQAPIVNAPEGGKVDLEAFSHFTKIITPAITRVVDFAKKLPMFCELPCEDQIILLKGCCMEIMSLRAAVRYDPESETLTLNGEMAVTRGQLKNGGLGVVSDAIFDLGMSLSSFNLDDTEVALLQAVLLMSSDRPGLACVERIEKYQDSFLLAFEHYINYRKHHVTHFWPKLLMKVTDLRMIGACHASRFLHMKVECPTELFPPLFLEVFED
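Quantitative HTS by FP: 0.6 uM TRb LBD, 20 nM labeled SRC2 20-mer, 1 uM T3, 5% DMSO; 5 hr ambient incubation; % activity per concentration and potencies from concentration series.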
NPSR antag: blocks cAMP signaling of the human neuropeptide S receptor. actives 1% (n = 220,000). Potency, µM (highest dose often 38.3 µM), inactives show at the highest dose activity change, negative = inhibition, hits mostly inhibitors. AID 1461. CHO-NPSR cells, cAMP TR-FRET, antagonist mode. Q6W5P4; also: potency is read from the fitted curve at half-maximal effect; % is scaled to controls: 0 for no effect and ±100 for the full control effect; nearly all actives have a fitted effect of over 50% in size; many of its hits are not listed in these tables
Target sequence (Q6W5P4 whole entry, looked up): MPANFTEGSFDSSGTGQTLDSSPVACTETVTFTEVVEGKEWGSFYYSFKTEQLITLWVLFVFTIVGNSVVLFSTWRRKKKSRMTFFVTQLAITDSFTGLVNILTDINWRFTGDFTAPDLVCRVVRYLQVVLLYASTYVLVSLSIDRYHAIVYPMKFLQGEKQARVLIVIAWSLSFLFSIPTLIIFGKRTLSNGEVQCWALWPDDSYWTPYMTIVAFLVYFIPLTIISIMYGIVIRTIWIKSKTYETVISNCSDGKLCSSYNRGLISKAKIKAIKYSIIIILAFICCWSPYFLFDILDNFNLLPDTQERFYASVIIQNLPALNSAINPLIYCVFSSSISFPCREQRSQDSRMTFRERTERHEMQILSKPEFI
* = called active by the depositor; ? = inconclusive; nt = not tested or not shown; [ ] = another dose, or the depositor's remark. Unless noted, calls follow the shape of the dose curve; as a rule, active = well fitted curve in the direction sought with a large enough effect; inconclusive = small, poorly fitted or top-dose-only effect, or another doubt; inactive = no such curve, though single readings can be large; an effect the other way counts as inactive or inconclusive.

Results follow in this order: TR SRC2 fluor cs	Tau fibril FP	Tau fluor cs	CBFb-RUNX1 inh	Epigenetic reg	aGal spleen mod	TRb SRC2 PPI	NPSR antag
1: CC(=O)Cc1c(C(=O)O)c(C)nn1-c1ccccc1
  -5%	12%	8%	6%	-0.1%	1%	-2%	-12%
2: CCCC[n+]1ccn(-c2nc3ccccc3nc2[N-]S(=O)(=O)c2ccccc2)c1
  -2%	0%	-18%	4%	-0.3%	8%	0%	-21%[46.1 µM]
3: COc1cccc(Cn2cccc(NC(=O)Nc3ccccc3C)c2=O)c1
  -2%	-6%[2.34 µM]	-37%	5%	2.3%	-2%	-7%	-9%
4: CCOC(=O)c1ccc(NC(=O)c2csc3c2CCCC3)cc1
  6%	?	?	nt	4.1%	nt	-6%	nt
5: COc1ccc(CC(=O)Nc2ccc(-c3nnc(-c4ccc(C)cc4)o3)cc2)cc1
  -2%	-5%	3%	0%	1.7%	3%	0%	0%[46.1 µM]
6: Cc1cccc(C(=O)Nc2ccc(C(=O)/C=C/c3cccs3)cc2)c1
  2%	-10%	?	-23%	2.9%	1%	-7%	-27%[46.1 µM]
7: Cc1ccc2[nH]c(=O)c3cc(C(=O)NC4CCC(C)CC4)sc3c2c1 (stereo not given)
  8%	0%	-11%	nt	0.0%	nt	1%	nt
8: CN1N=C(C(C)(C)C)CSC1=Nc1ccc(F)cc1
  0%	-6%	-21%	21%	0.5%	3%	1%	32%
9: COc1ccc(NC(=O)c2ccc(NC(=O)N3CCSc4ncccc43)cc2)cc1
  1%	0%	7%	nt	0.8%	nt	7%	nt
10: NNc1nnc2c3cc(F)ccc3n(Cc3ccccc3)c2n1
  0%	-12%	-23%	-10%	1.3%	-3%	-3%	-18%
11: CN1CCN(CCCNC(=O)c2cnn(-c3ccccc3)c2C2CCN(C(=O)OC(C)(C)C)CC2)CC1
  ?	-3%	-1%	nt	-1.3%	nt	-4%	nt
12: CNCC(O)c1cccc(O)c1 (stereo not given)
  -1%	4%	1%	6%	-1.3%	2%	-2%	nt
13: CC(=O)c1ccc(OCC(O)CN2C(C)CCCC2C)cc1 (stereo not given)
  -1%	5%	2%	3%	1.0%	7%	3%	4%[46.1 µM]
14: Cc1cc(C(=O)CSc2nc(N)cc(=O)[nH]2)c(C)n1-c1ccc(OC(F)F)cc1
  0%	-9%	-5%	-29%	-0.4%	6%	0%	-19%
15: CSc1ccc(C(=O)C2CCCN(Cc3cccc4nccnc34)C2)cc1 (stereo not given)
  0%	5%	-11%	7%	-1.1%	9%	-1%	-20%
16: Cc1csc(NC(=O)c2ccccc2[N+](=O)[O-])n1
  -6%	6%	-5%	-2%	-0.2%	-5%	-5%	-4%[46.1 µM]
17: Cc1ccc(CN(Cc2cccn2-c2nnc(N3CCCC3=O)s2)C(=O)Nc2cc(C)cc(C)c2)cc1
  8%	-15%	-3%	nt	3.5%	nt	3%	nt
18: COc1ccccc1NS(=O)(=O)c1cc(Cl)ccc1OC
  -3%	-6%	-9%	11%	0.8%	-4%	1%	-4%[46.1 µM]
19: COC(=O)c1ccccc1
  -1%	nt	nt	-10%[21.7 µM]	nt	0%	-2%	nt
20: C=CCN(C(=O)CCC(=O)O)C1CC(=O)N(c2ccc(OCCC)cc2)C1=O (stereo not given)
  0%	8%	4%	11%	-2.1%	-7%	-14%	-10%[46.1 µM]
21: Cn1ccnc1C(O)(c1ccccc1)c1ccccc1
  -1%	0%	-4%	8%	-1.4%	7%	-2%	-18%
22: COc1cc(CNc2nc(C)c([N+](=O)[O-])c(C)c2C#N)cc(OC)c1OC
  -2%	6%	-20%	-6%	-1.0%	-14%	4%	19%
23: COc1ccc(C)cc1Nc1cc(C)nc2nc(C)nn12
  -1%	-5%	3%	3%	0.0%	4%	-12%	-8%[46.1 µM]
24: O=C(COC(=O)/C=C/c1cccs1)Nc1ccc2ccccc2c1
  -1%	-18%	-25%	-5%	1.0%	2%	0%	11%
25: O=C(Nc1ccccc1F)C(c1ccccc1)N1Cc2ccccc2C1=O (stereo not given)
  3%	4%	-7%	nt	-1.2%	nt	-1%	nt
26: COc1ccc(NC(=S)N/N=C/c2ccc(F)c(F)c2)cc1
  -2%	-2%	-28%	7%	1.1%	-3%	-1%	-6%
27: CCOC(=O)C1=C(CN2CCN(c3ccccc3)CC2)NC(=O)NC1c1ccc(C)cc1 (stereo not given)
  -3%	-11%	-24%	nt	0.0%	nt	-10%	nt
28: O=C1C(=O)N(Cc2ccccc2)C(=O)N1CCN1C(=O)c2ccccc2C1=O
  0%	-2%	4%	23%	1.5%	5%	1%	8%
29: Fc1ccc2c(c1)C(c1cccnc1)=NNC(c1cccs1)=N2
  -1%	0%	-21%	-3%	0.0%	-6%	-1%	-5%
30: COc1ccc(C(=O)Nc2ccc3oc(-c4cc(Cl)ccc4Cl)nc3c2)cc1Br
  -9%	-10%	-27%	nt	-0.8%	nt	1%	nt

Single records (already shown):
Cc1ccc(CN(Cc2cccn2-c2nnc(N3CCCC3=O)s2)C(=O)Nc2cc(C)cc(C)c2)cc1 is listed as TR SRC2 fluor cs = 8%; Tau fibril FP = -15%; Tau fluor cs = -3%; CBFb-RUNX1 inh = nt; Epigenetic reg = 3.5%; aGal spleen mod = nt; TRb SRC2 PPI = 3%; NPSR antag = nt
CNCC(O)c1cccc(O)c1 (stereo not given) is listed as TR SRC2 fluor cs = -1%; Tau fibril FP = 4%; Tau fluor cs = 1%; CBFb-RUNX1 inh = 6%; Epigenetic reg = -1.3%; aGal spleen mod = 2%; TRb SRC2 PPI = -2%; NPSR antag = nt

(listing goes on)
Results follow in this order: TR SRC2 fluor cs	Tau fibril FP	Tau fluor cs	CBFb-RUNX1 inh	Epigenetic reg	aGal spleen mod	TRb SRC2 PPI	NPSR antag
31: c1ccc(COc2nsnc2N2CCOCC2)cc1
  -6%	-4%	-3%	-12%	1.7%	-7%	-2%	-3%[46.1 µM]
32: Cc1ccc2nc3c(cc(C(N)=S)c(=N)n3CCCOC(C)C)c(=O)n2c1
  -4%	5%	-1%	-8%	?	?	-1%	-20%[46.1 µM]
33: CCOC(=O)c1ccccc1Nc1cn(C(C)=O)c2ccccc12
  0%	11%	?	-1%	0.0%	4%	-3%	-16%[46.1 µM]
34: Cc1ccc(Cl)cc1N1CCN(C(=O)c2ccc3c(Cl)c4c(nc3c2)CCCC4)CC1
  -8%	1%	1%	nt	-0.3%	nt	5%	nt
35: Cc1ccc2cc(CN(Cc3ccc4c(c3)OCO4)Cc3nnnn3Cc3ccco3)c(=O)[nH]c2c1
  1%	9%	-16%	-17%	-2.9%	-7%	-10%	-24%[46.1 µM]
36: Cc1cc(N2CCN(C(=O)c3ccco3)CC2)n2ncnc2n1
  -5%	4%	3%	4%	0.0%	2%	0%	-12%[46.1 µM]
37: COc1ccc(C(=O)N2CC(=O)Nc3ccc(F)cc3C2c2ccc(F)cc2)c(OC)c1 (stereo not given)
  1%	-3%	-17%	nt	-0.2%	nt	9%	nt
38: COC(=O)c1ccc(-c2noc(CN(Cc3ccccn3)CC3CCCO3)n2)cc1 (stereo not given)
  1%	-4%	-16%	-2%	?	11%	-2%	5%
39: C=CCOC(=O)NC(CC(=Nc1ccc(OC)cc1)C(=O)OC)c1ccccc1 (stereo not given)
  -2%	-4%	-4%	?	-0.3%	7%	8%	nt
40: Cc1cc(C)c2nc(-c3ccccn3)cc(C(=O)Nc3ccc(S(=O)(=O)Nc4onc(C)c4C)cc3)c2c1
  -4%	-5%	-26%	-25%	0.4%	-3%	-1%	-56%
41: CCOC(=O)c1cc(NC(=O)Nc2nccs2)c(C)nc1C
  0%	2%	-8%	3%	0.0%	-3%	-6%	10%
42: Cc1ccc(-c2nc3ccccc3c(=O)n2CCCN2CCOCC2)cc1
  1%	-8%	-11%	14%	6.5%	-3%	-5%	-11%[46.1 µM]
43: CCn1ccnc1CN(C)Cc1cn(C)nc1-c1ccccc1F
  -2%	1%	-6%	6%	0.0%	-5%	-1%	-8%
44: Cc1cc(C)c(S(=O)(=O)c2ccccc2C)c(OCCO)n1
  -1%	-8%	4%	-4%	-0.5%	7%	-1%	1%
45: COc1cc(S(=O)(=O)N2CCN(c3ccccc3)CC2)ccc1F
  -1%	-11%	-11%	2%	0.0%	0%	3%	1%
46: CCCn1cnc2c(N)c(C)c(C)cc21
  -5%	4%	-9%	9%	1.5%	-2%	-5%	-6%[46.1 µM]
47: COC(CNC(=O)C1CCN(C(=O)c2cc3oc(C)cc3n2Cc2c(F)cccc2Cl)CC1)OC
  -6%	-10%	-13%	-8%	-1.3%	0%	-6%	8%
48: Cc1ccc(S(=O)(=O)N2CCN(C(=O)/C=C/c3ccco3)CC2)cc1
  -3%	0%	-2%	1%	-1.0%	-10%	-5%	3%
49: O=C(NC(=S)NC1CCCCCC1)c1cncc(Br)c1
  1%	6%	-8%	-3%	0.0%	3%	2%	-51%
50: Cc1ccc(NC(=O)CC2SC3=NCCCN3C2=O)c(C)c1 (stereo not given)
  -1%	4%	-6%	3%	0.0%	-11%	-1%	-13%[46.1 µM]
51: COC(=O)CCN(C(=O)c1ccc2c(c1)OCO2)c1ccccn1
  -4%	-1%	2%	4%	-1.1%	-5%	6%	3%[46.1 µM]
52: CN1c2ccccc2C(C)(C)C12CC(c1ccc(Cl)c(S(=O)(=O)N3CCCC3)c1)=NO2 (stereo not given)
  0%	3%	-8%	3%	0.0%	2%	-8%	-4%
53: O=C(COc1ccccc1)Nc1nccs1
  1%	3%	1%	0%	-1.2%	-3%	?	-15%[46.1 µM]
54: Cc1occc1-c1nnc(SCC(=O)N(C)CCC#N)n1N
  -3%	-4%	-1%	-2%	0.0%	-2%	4%	8%[46.1 µM]
55: COc1ccc(C(=O)Nc2ccc(O)c3c(=O)cc(-c4cccc(Cl)c4)oc23)cc1
  0%	-14%	?	-1%	1.1%	-1%	5%	-32%
56: CCOc1ccc(S(=O)(=O)NCc2ccncc2)cc1
  0%	-2%	4%	-3%	-1.5%	7%	3%	-10%[46.1 µM]
57: Nn1c(SCCOc2ccc(Cl)cc2)nnc1-c1cccnc1
  -5%	-3%	-15%	1%	-0.2%	4%	-4%	15%

A portion of the library, so the mix of outcomes need not match the whole.
